All columns: NCI-60 one-dose screen, growth in % after 48 h at 10 µM unless noted; 100 = growth as untreated, 0 = no growth, -100 = all killed.
MDA-MB-231 = MDA-MB-231 breast cancer; actives 5% (n = 81,000); AID 1794789
MCF7 = MCF7 breast cancer | actives 6.3% (n = 82,000) | AID 1794796
BT-549 = BT-549 breast cancer | actives 4.4% (n = 78,000) | AID 1794793
LOX IMVI = LOX IMVI melanoma; actives 7.4% (n = 79,000)
HS 578T = HS 578T breast cancer; actives 4.1% (n = 78,000); AID 1794788
MDA-MB-468 = MDA-MB-468 breast cancer. actives 8.5% (n = 78,000). AID 2202374
K-562 = K-562 leukemia; actives 7.4% (n = 78,000); AID 1794777
T-47D = T-47D breast cancer | actives 5% (n = 79,000) | AID 1794792
Starred values were filed as active, the others as inactive; / = no result given; & = joins results of further samples; [ ] = remark or other dose. How the source made its calls: active means growth percent below 10; inactive means the rest.

SMILES | MDA-MB-231 | MCF7 | BT-549 | LOX IMVI | HS 578T | MDA-MB-468 | K-562 | T-47D
CS(=O)(=O)c1ccccc1 | 114.2 | 100.6 | 104.8 | 97.1 | 96.1 | 107.4 | 119.1 | 106.2
O=C(Nc1nc(-c2ccc(Cl)cc2)cc(-c2ccccc2Cl)n1)c1cccnc1 | 88.2 | 72.7 | 118.5 | 91.9 | 93.6 | 90.9 | 92.9 | 83.4
O=c1[nH]c2ccc([N+](=O)[O-])cc2[nH]1 | 99.5 | 98.8 | 99.1 | 97.3 | 102.6 | 100.7 | 102.1 | 94.9
COc1cc(-c2ccc[nH]2)[nH]c1/C=C1\N=C(C)C(C(=O)CCCC(=O)Nc2ccc(-c3c4nc(c(-c5ccccc5)c5ccc([nH]5)c(-c5ccccc5)c5nc(c(-c6ccccc6)c6ccc3[nH]6)C=C5)C=C4)cc2)=C1C | 99.5 | 100.4 | 104.8 | 90.1 | 103.0 | 89.6 | / | 99.0
COc1cccc(-c2nc3sccn3c2-c2ccnc(NCCNS(=O)(=O)c3ccc(Cl)cc3)c2)c1 | 90.3 | 67.8 | 62.1 | 79.3 | 65.1 | 66.5 | 52.4 | 29.3
O=C(O)Cc1cccc([N+](=O)[O-])c1 | 98.8 | 103.2 | 98.2 | 96.6 | 110.8 | 110.6 | 100.4 | 99.2
COc1ccc([N+](=O)[O-])cc1NS(=O)(=O)c1ccc(Cl)c([N+](=O)[O-])c1 | 95.4 | 88.6 | 106.1 | 84.2 | 109.5 | 36.5 | 94.3 | 88.2
O=C1C=CC(=Nc2cccc3c2C(=O)c2ccccc2-3)O1 | 99.1 | 59.8 | 101.4 | 73.2 | 101.2 | 73.0 | 87.4 | 69.1
N#Cc1c(NC(=O)c2ccc(C(O)(C(F)(F)F)C(F)(F)F)cc2)sc2c1CCC(=O)C2 | -89.7* | -62.1* | -64.4* | -96.4* | -22.0* | -90.0* | -10.8* | -60.5*
O=c1[nH]nc(-c2cn(-c3ccccc3)nc2-c2ccc(OCc3ccccc3)cc2)[nH]1 | 72.3 | 71.8 | 103.6 | 89.8 | 95.3 | 82.7 | 67.3 | 58.9
CCCCCCCCCCCCCCCCCCNC(=S)N/N=C/c1cc(Br)ccc1O | 88.9 | 90.6 | 95.3 | 95.2 | 92.2 | 80.4 | 93.9 | 93.6
COc1ccc(C2=NOC(CC(=O)N3CCCCC3)C2)cc1OC1CCCC1 (stereo not drawn) | 105.9 | 95.6 | 99.0 | 98.7 | 88.1 | 110.4 | 107.1 | /
COc1ccc(OC(=O)OCc2ccccc2)cc1 | 97.3 | 94.2 | 106.7 | 95.7 | 106.8 | 97.0 | 101.3 | 93.7
COc1ccccc1Nc1nnc(-c2csc(N)n2)s1 | 116.1 | 102.1 | 106.5 | 103.9 | 104.7 | 103.4 | 114.2 | 95.0
C1CCCCCc2c(-c3noc4c3CCCCCCCCCC4)noc2CCCC1 | 92.5 | 104.3 | 105.2 | / | 88.4 | 98.4 | 86.0 | 98.1
O=C(CN1CCCCCC1)Nc1nc2ccc(NCc3ccc([N+](=O)[O-])cc3)cc2s1 | 103.3 | 90.2 | 98.0 | 91.5 | 100.7 | 81.2 | 82.8 | 72.3
Brc1cc2c(c3ccccc13)N1O[C@@H](C2)C[C@H]1c1ccccc1 | 88.3 | 91.9 | 113.5 | 87.6 | 103.5 | 107.7 | 84.7 | 96.3
CCOC(=O)c1cc(C(=O)c2ccc(Br)cc2)n2ccc(/C=C/c3ccn4c(C(=O)c5ccc(OC)cc5)cc(C(=O)OCC)c4c3)cc12 | 85.4 | 98.9 | 96.5 | 93.8 | 102.4 | 100.3 | 96.1 | 96.0
Clc1ccccc1C1Nc2ccccc2-n2cccc21 (stereo not drawn) | 87.6 | 90.7 | 87.1 | 97.1 | 103.3 | 123.9 | 97.9 | 84.9
COc1ccc(/C=C/C(=O)c2ccc(NC(=O)c3ccccc3OC(C)=O)cc2)cc1 | 105.6 | 100.3 | 101.2 | 92.9 | 107.5 | 106.4 | 108.4 | 100.0

Compound profiles, as listed above. Order of values: MDA-MB-231, MCF7, BT-549, LOX IMVI, HS 578T, MDA-MB-468, K-562, T-47D
`O=C(CN1CCCCCC1)Nc1nc2ccc(NCc3ccc([N+](=O)[O-])cc3)cc2s1` in the list: 103.3, 90.2, 98.0, 91.5, 100.7, 81.2, 82.8, 72.3
`Brc1cc2c(c3ccccc13)N1O[C@@H](C2)C[C@H]1c1ccccc1` in the list: 88.3, 91.9, 113.5, 87.6, 103.5, 107.7, 84.7, 96.3
`COc1ccccc1Nc1nnc(-c2csc(N)n2)s1` in the list: 116.1, 102.1, 106.5, 103.9, 104.7, 103.4, 114.2, 95.0

Going on with the list.
SMILES | MDA-MB-231 | MCF7 | BT-549 | LOX IMVI | HS 578T | MDA-MB-468 | K-562 | T-47D
O/N=C1/CCCC2CCCCC12 (stereo not drawn) | 106.4 | 99.2 | 95.6 | 103.3 | 120.8 | 108.9 | 103.7 | 94.4
COc1ccc2c(c1)CCc1c-2nc(N)nc1-c1nc(N)nc2c1CCc1cc(OC)ccc1-2 | / | 97.7 | 99.6 | 96.5 | 91.3 | 98.5 | 100.0 | /
CC/C(=C\c1ccc(N(C)C)cc1)c1ccncc1 | 51.6 | 28.8 | 65.8 | 41.5 | / | -12.7* | 16.2 | 40.0
CC(C)(C)C(=O)Nc1ccc2c(c1)C(=O)c1ccccc1C2=O | 77.6 | 80.4 | 106.1 | 90.6 | 102.9 | 78.6 | 97.5 | 77.0
O=C1/C(=C/c2ccc([N+](=O)[O-])cc2)SC(=NC2CCCCC2)N1Nc1ccccc1 | 51.8 | 38.3 | 99.9 | 49.8 | 73.0 | 75.0 | 27.8 | 55.2
CCCCNC(=S)NS(=O)(=O)c1ccc(CCN2C(=O)/C(=C/c3ccc(OC)c(OC)c3)N=C2C)cc1 | 93.5 | 80.6 | 110.5 | 97.6 | 105.9 | 96.8 | 78.4 | 83.4
COc1cc2nc(-c3ccc(C(F)(F)F)cc3)cc(OCCN3CCC(O)CC3)c2cc1OC | 49.1 | 93.1 | 52.3 | -20.6* | 79.1 | 81.1 | 61.3 | 74.9
CCc1ccc(Cn2c(=O)nc(NCCN=C(N)N)n(Cc3ccc(OC)cc3)c2=O)cc1 | 105.8 | 92.5 | 82.6 | 87.7 | 80.3 | 57.7 | 88.0 | 85.0
N#C/C(=C\c1cccc2cnccc12)N1N=NC2C=CC=CC21 (stereo not drawn) | 9.4* | 13.6 | 41.6 | 11.7 | 24.2 | 32.9 | 12.4 | 23.8
N[C@@H](CO)[C@@H](O)c1ccc([N+](=O)[O-])cc1 | 98.3 | 89.2 | 106.3 | 107.8 | / | 107.0 | 101.1 | 108.6
NS(=O)(=O)c1ccc(-c2cc(-c3nnc(SCC(=O)Nc4ccc(Cl)cc4)n3-c3ccccc3)c3ccccc3n2)cc1 | 80.6 | 44.0 | 86.3 | 76.0 | 71.9 | 75.7 | 56.0 | 58.4
Cc1c(Cl)cccc1NC(=O)c1sc2nc3c(cc2c1N)COCC3 | 49.0 | 16.4 | 49.6 | 35.5 | 40.1 | 17.7 | 13.0 | 32.4
CC(C)c1ccccc1NC(=O)N1CCC(C(C)C)CC1 | 117.4 | 97.5 | 103.0 | 102.6 | 102.4 | 99.8 | 99.4 | 111.1
CCCCCCCCCC#N | 107.3 | 100.8 | 117.4 | 98.8 | 101.6 | 103.3 | 105.5 | 118.9
COc1ccc(-c2nc(-c3nc4ccc(F)cc4[nH]3)cc3c2[nH]c2ccccc23)cc1 | 43.6 | 32.2 | 41.8 | 29.5 | 42.4 | 40.0 | 20.3 | 40.8
COc1cccc(-c2nn(C(C)(C)C)cc2-c2ccnc(NCCCNS(=O)(=O)c3ccc(Br)cc3)c2)c1 | 91.4&90.4 | 70.4&105.0 | 88.1 | 92.3 | 94.9&109.0 | 79.0&92.8 | 41.4&92.7 | 54.1&100.5
CC(C)CCN1C(=O)CC(NNC(=O)c2cc3ccccc3cc2O)C1=O (stereo not drawn) | 84.9 | 87.4 | 77.2 | 58.7 | 43.9 | / | 69.4 | 83.5
COc1cc(-c2cc(-c3ccccc3)[nH]c(=O)c2C#N)cc(OC)c1OC | 110.2 | 76.0 | 109.5 | 89.4 | / | 87.2 | 94.3 | 83.9
CCC1C(=O)COC1=O (stereo not drawn) | -22.4* | 94.8 | 95.9 | 93.2 | 99.1 | 103.0 | 92.0 | 71.6
N#Cc1c(-c2cccs2)cc(-c2cnccn2)nc1SCC(=O)Nc1ccc(Br)cc1 | 72.2 | 66.6 | 65.4 | 53.3 | 68.6 | 81.1 | 67.4 | 96.2
O=C1Nc2cc(-c3ccc(NS(=O)(=O)c4ccc(C(F)(F)F)cc4)cc3)ccc2/C1=C/c1ccc[nH]1 | 66.7 | 0.8* | -8.7* | 46.1 | 40.6 | -26.2* | 11.4 | 18.1
CCOC(=O)CNC(=O)c1ccccc1 | 99.8 | 102.7&92.7 | 106.9&100.1 | 92.9&95.5 | 127.5&91.5 | 104.8&106.2 | 92.7&97.5 | 100.7&85.7
COc1ccc2c(-c3nnc(N)s3)cc(=O)oc2c1 | 100.2 | 92.4 | 97.5 | 99.4 | 96.5 | 85.5 | 83.9 | 58.9
C=C(C)[C@@H]1CC[C@]2(C(N)=O)CC[C@]3(C)[C@H](CC[C@@H]4[C@@]5(C)C/C(=C/c6cccnc6)[C@H](O)C(C)(C)[C@@H]5CC[C@]43C)[C@@H]12 | 28.9[100 µM] | 11.3[100 µM] | 26.6[100 µM] | -35.9*[100 µM] | 43.2[100 µM] | 23.6[100 µM] | 5.4*[100 µM] | 16.1[100 µM]
N#Cc1c(-c2ccc([N+](=O)[O-])cc2)cc(-c2c[nH]c3ccccc23)nc1-c1c[nH]c2ccccc12 | 96.8 | 90.4 | 108.7 | 92.9 | 94.8 | 92.3 | 94.3 | 88.8
COc1ccc(/C=C/C(=O)n2cnc3c(N)ncnc32)cc1OC | 88.2 | 65.6 | 74.4 | 49.6 | 79.5 | 53.0 | 35.1 | 81.0
O=C(CSc1nnc(-c2ccc3nc(-c4ccccc4)[nH]c3c2)o1)Nc1ccc(Cl)cc1 | 27.4 | 16.3 | 55.0 | -2.9* | 16.7 | 55.8 | 16.7 | 23.8
NCCNCC(O)c1ccccc1 (stereo not drawn) | 119.1 | 99.9 | 121.5 | 102.9 | 100.3 | 110.4 | 100.7 | 104.4
S=C1NCc2cncnc2N1 | 132.5 | 93.4 | 100.5 | 103.6 | 104.5 | 99.7 | 93.0 | 104.7
CCNc1cc(S(=O)(=O)O)ccc1C | 102.5 | 98.6 | / | 97.2 | 103.7 | 97.2 | 101.9 | 90.0

Random excerpt: 3 entries already listed
SMILES | MDA-MB-231 | MCF7 | BT-549 | LOX IMVI | HS 578T | MDA-MB-468 | K-562 | T-47D
COc1ccc(/C=C/C(=O)n2cnc3c(N)ncnc32)cc1OC | 88.2 | 65.6 | 74.4 | 49.6 | 79.5 | 53.0 | 35.1 | 81.0
CCNc1cc(S(=O)(=O)O)ccc1C | 102.5 | 98.6 | / | 97.2 | 103.7 | 97.2 | 101.9 | 90.0
O=C1Nc2cc(-c3ccc(NS(=O)(=O)c4ccc(C(F)(F)F)cc4)cc3)ccc2/C1=C/c1ccc[nH]1 | 66.7 | 0.8* | -8.7* | 46.1 | 40.6 | -26.2* | 11.4 | 18.1

(listing goes on)
SMILES | MDA-MB-231 | MCF7 | BT-549 | LOX IMVI | HS 578T | MDA-MB-468 | K-562 | T-47D
COC(=S)SCc1cc(=O)oc2ccc(Cl)cc12 | 92.3 | 82.0 | 102.8 | 90.8 | 105.9 | 100.4 | 91.7 | 71.7
Nc1nnc(CS(=O)(=O)Cc2ccccc2)s1 | 108.1 | 106.5 | / | 92.3 | 102.9 | 120.4 | 103.0 | 116.7
Cc1ccc(-c2cc(-c3ccccn3)n(C=O)n2)cc1 | 110.5 | 70.1 | 91.5 | 92.1 | / | 99.1 | 90.0 | 92.8
O=C(COc1ccc(Cl)cc1)N1N=C(c2ccc(Cl)cc2)CC1(O)c1cc(F)c(Cl)cc1Cl (stereo not drawn) | 92.1 | 98.0 | 122.8 | 95.1 | 101.9 | / | 83.2 | 109.5
COc1ccc(-c2nc(SCC(=O)c3ccc4ccccc4c3)[nH]c(=O)c2C#N)cc1 | 100.5 | 94.2 | 102.7 | 97.0 | 102.5 | 103.4 | 113.5 | 98.9
O=C(O)c1ccc(-n2cc(CNc3ccc(Cl)cc3)c(-c3ccc(F)c(F)c3)n2)cc1 | 98.8 | 85.6 | 106.0 | 94.4 | 92.5 | 108.1 | 79.3 | 86.6
COc1ccccc1NC(=O)c1sc2nc3c(cc2c1N)C(=O)CCC3 | 57.5 | 59.0 | 63.1 | 79.4 | 65.6 | 23.4 | 41.5 | 87.3
CCOCc1nc2nc(Cl)c(Cl)nc2[nH]1 | 110.8 | 98.4 | 115.9 | 96.1 | 106.0 | 102.3 | 103.7 | 104.9
N#CCCCCCCCCCCC#N | 104.6 | 104.1 | 102.1 | 99.4 | / | 111.6 | 103.0 | 96.2
COc1ccc(-c2[nH]nc(N)c2-c2cc(OC)c3c(c2)OCO3)cc1 | 43.0 | 32.3 | 59.2 | 56.5 | 40.4 | 33.5 | 22.4 | 62.0
CCOC(=O)C(CCC1=NC(C)(C)CC(C)O1)C(=O)OCC (stereo not drawn) | 106.2 | 72.8 | 88.9 | 90.1 | 95.3 | 70.5 | 85.0 | 102.2
Cc1[nH]nc(C(=O)O)c1[N+](=O)[O-] | / | 93.1 | 105.5 | 98.4 | 82.2 | 90.2 | 116.8 | /

From PubChem BioAssay
